Screening results deposited in PubChem BioAssay by Broad Institute.
LGR2 inh: inhibitors of bursicon-induced LGR2 CRE-luciferase signal, primary screen, cell-based, HEK293, CRE-luciferase reporter, bursicon stimulation; bursicon-stimulated, 4 h; inhibition, % at 9.99 µM; 0.35% of 380,000 active; AID 720647, 2013;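 active = drop in luminescence signal, shown as inhibition above about 50% in the replicate tests, limit read from the data, passing the limit was not always enough; inconclusive = probably only some replicates passing the limit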;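 also: agonist challenge used bursicon conditioned medium at about half maximal strength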
FN deposit inh: inhibitors of fibronectin matrix deposition, primary screen, AH1F cells, Alexa488-fibronectin fluorescence, plate reader; AH1F fibroblasts, overnight; inhibition, % at 12.6 µM; 0.086% of 350,000 active;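 active = mean inhibition across replicates of 30% or more, regardless of how many single replicates reach that level; inconclusive = mean under 30% yet at least half of replicates reach 30%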;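 also: positive control wells lacked labelled fibronectin entirely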
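Material – AH1F fibroblast monolayer, labelled fibronectin deposition · Reagent – labelled fibronectin 24 nM · Timing – 1 h adhesion, overnight exposure · Measured by – fluorescence at 485 nm excitation, 525 nm emission · Read-out – inhibition of fibronectin deposition signal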
esBAF inh: Bmi1 luciferase reporter increase in mESCs, primary screen, esBAF inhibitor project, mouse ES cells, Bmi1 luciferase knock-in, single point. 24 h; 100% = twice the neutral-well signal. 2% of 350,000 active. reporter increase, % at 12.5 µM; in the data active = activation above about 40%; inconclusive = no clear call, values can overlap the other calls;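 also: 0% = median of the plate's neutral control wells and 100% = double that signal; a rise in the Bmi1 reporter signal indicates esBAF inhibition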
C2C12 statin: suppressors of statin myotoxicity in C2C12 myotubes, primary screen, cell-based, single point, plate reader. rescue of ATP level, % at 7.49 µM. 0.78% of 330,000 active. C2C12 myotubes + simvastatin, ATP luminescence, 48 h; scaled: DMSO 0, geranylgeraniol control 100;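 active = mean ATP rescue above about 67%, or every replicate alone reaching that limit, limit read from the data, passing the limit was not always enough; inconclusive = no clear call, values can overlap the other calls; inactive = mean under the limit and some replicate under it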;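 also: myotubes were challenged with 10 µM simvastatin during compound exposure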
SIRT5 inh: SIRT5 desuccinylase inhibitors, primary screen, biochemical, fluorescence imaging, single point, set 5; AID 652115, 2013; Purified SirT5, succinyl-peptide AMC, trypsin-coupled fluorescence; 1.1% of 330,000 active; inhibition, % at 15 µM; in the data active = inhibition above about 15%; inconclusive = no clear call, values can overlap the other calls
Target sequence (Q9NXA8 whole entry, looked up): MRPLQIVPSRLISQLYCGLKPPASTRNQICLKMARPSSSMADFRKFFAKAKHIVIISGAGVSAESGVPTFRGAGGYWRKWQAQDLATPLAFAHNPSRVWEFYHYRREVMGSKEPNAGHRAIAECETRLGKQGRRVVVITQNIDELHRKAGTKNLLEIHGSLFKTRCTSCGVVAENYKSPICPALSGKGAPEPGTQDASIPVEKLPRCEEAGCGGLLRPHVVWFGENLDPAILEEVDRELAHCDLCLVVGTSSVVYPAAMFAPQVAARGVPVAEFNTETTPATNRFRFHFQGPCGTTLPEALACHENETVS
S100A4 inh HTS: inhibitors of S100A4-myosin IIA peptide binding, primary screen, biochemical, fluorescence polarization, TAMRA-MyoIIA peptide | Protein S100-A4 (Homo sapiens), P26447 | inhibition, % at 10.7 µM | 0.14% of 360,000 active;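 active = mean inhibition of at least 70% across replicates, with every replicate also reaching that level; inconclusive = mean inhibition reaches 70% but some replicates fall short; inactive = mean inhibition below 70%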
Target sequence (P26447 whole entry, looked up): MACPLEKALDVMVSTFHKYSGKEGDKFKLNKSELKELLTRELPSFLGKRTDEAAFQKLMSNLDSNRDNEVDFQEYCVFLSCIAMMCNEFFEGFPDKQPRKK
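Material: S100A4 monomer protein | Medium: HEPES pH 7.2 with CaCl2, KCl, NaCl, DTT, Triton | Reagent: Labelled myosin peptide probe, 5 nM | Doses: One dose per compound | Times: 5 min incubation before reading | Benchmarks: Neutral control DMSO, positive control TFP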
CASP6 VEID inh: human caspase-6 inhibitors, primary screen, biochemical, VEID-R110 fluorescence, single point, set 2. purified caspase-6, Z-VEID-R110 cleavage fluorescence. inhibition, % at 12.5 µM. 0.53% of 350,000 active;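 active = mean inhibition across replicates at least about 35%, with every replicate also reaching that limit, limit read from the data; inconclusive = only one of the two criteria met; inactive = neither criterion met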;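 also: 0% = median of neutral control wells and 100% = no fluorescence left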
Target sequence (P55212 24-179 limits assumed): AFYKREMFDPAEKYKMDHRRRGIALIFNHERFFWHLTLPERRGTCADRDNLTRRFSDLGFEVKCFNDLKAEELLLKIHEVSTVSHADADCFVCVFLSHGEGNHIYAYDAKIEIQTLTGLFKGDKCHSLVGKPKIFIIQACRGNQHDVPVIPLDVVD
Target sequence (P55212 194-293 limits assumed): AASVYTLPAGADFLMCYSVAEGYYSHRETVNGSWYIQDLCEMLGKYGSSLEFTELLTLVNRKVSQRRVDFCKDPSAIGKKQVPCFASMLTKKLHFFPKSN
An asterisk follows results filed as active; u = inconclusive; x = no result given; & = joins results of further samples. The list is partial; rates above refer to the full screens.

Under each structure – LGR2 inh	FN deposit inh	esBAF inh	C2C12 statin	SIRT5 inh	S100A4 inh HTS	CASP6 VEID inh
> C[C@H](CO)N1C[C@H](C)[C@@H](CN(C)Cc2ccncc2)Oc2ccc(NS(=O)(=O)c3ccc(F)cc3)cc2C1=O
  10	x	3	10	-1	-5	0
> CCC(=O)Nc1ccc2c(c1)C(=O)N(C)[C@H]1CC[C@@H](CC(=O)NCCc3ccncc3)O[C@H]1CO2
  -2	10	1	9	-2	25	-4
> C/C(NCc1ccccc1)=C(\C#N)C(=O)NCc1ccccc1
  -13	x	7	-20	x	x	x
> CC(C)OCCCNC(=S)Nc1ccc(S(N)(=O)=O)cc1
  -12	2	11	1	0	0	-2
> CC(=O)c1ccc(NC(=O)c2cc(=O)[nH]c3ccccc23)cc1
  14	-1	0	-7	4	-3	-2
> O=C(O)CCC1(C(=O)O)OCCc2ccccc21 (configuration not stated)
  1	x	-4	-6	0	-5	-1
> O=C(CN1C(=O)CSc2ccc(C(F)(F)F)cc21)Nc1ccccc1
  10	-17	-9	32	-1	1	-2
> CCCN1C2CCCC1CC(NC(=S)Nc1cccc(C)c1C)C2 (configuration not stated)
  3	7	-5	6	0	0	-14
> Cc1ccccc1-c1cccc([C@@H]2C[C@H]3CN(Cc4cccnc4)C(=O)[C@]34CCCN24)c1
  16	-5	x	x	-2	-12	0
> CN(CCO)c1nc(NCc2ccccc2)c2cnn(C)c2n1
  5	3	-1	4	1	-1	2
> Cc1ccc(C(=O)N/N=C/c2cn(Cc3ccccc3)c3ccccc23)cn1
  x	7	5	-14	2	0	-2
> c1cc2nncn2nc1N1CCCC1
  25	x	-8	-8	x	x	x
> COc1ccccc1NC(=O)C(C)OC(=O)c1cc2ccccc2[nH]1 (configuration not stated)
  14	5	11	2	-4	3	3
> CCN(CC)CCCC(C)NC(=O)c1ccc(C(F)(F)F)cc1 (configuration not stated)
  -4	x	x	x	x	-1	-5
> O=C(Nc1cccc(C(F)(F)F)c1)C1CCN(S(=O)(=O)c2cccnc2)CC1
  8	-1	1	1	-1	1	-1

(more compounds)
Under each structure – LGR2 inh	FN deposit inh	esBAF inh	C2C12 statin	SIRT5 inh	S100A4 inh HTS	CASP6 VEID inh
> CCOC(=O)c1c(NC(=O)COC(=O)Cn2cnc3ccccc32)sc(C)c1C
  x	6	-1	7	x	x	x
> CN(C)C(=O)CCC(=O)N1CCCC(C(=O)c2ccc(C(F)(F)F)cc2)C1 (configuration not stated)
  9	1	2	4	-4	-4	-1
> CC(C)OC(=O)CCNc1n[nH]c(=O)[nH]c1=O
  x	-2	-7	-4	x	x	x
> COc1ccc(C#Cc2ccc([C@H]3[C@@H](CO)N4CCCCN(S(=O)(=O)c5ccccc5)C[C@H]34)cc2)cc1
  6	x	14	21	3	23	1
> COCCn1c(SCC(=O)Nc2ccc(C(C)=O)cc2)nnc1-c1ccco1
  -9	6	-10	-1	2	-1	9
> Cc1cccc(N2CCN(C(=O)c3ccc4c(=O)[nH]c5c(C(=O)NC6CCCC6)sc(=S)n5c4c3)CC2)c1C
  3	-9	x	x	-3	-2	-2
> O=C(NCC1CC1)[C@@H]1[C@@H](CO)[C@@H]2Cn3c(ccc(/C=C/c4ccccc4)c3=O)[C@H]1N2C(=O)C1CC1
  -5	x	0	-11	-101	10	3
> S=c1[nH]c(-c2ccccc2)cs1
  -2	-9	x	x	-1	-3	0
> CC(C)c1ccc(OCC(=O)NC(=S)Nc2ccc3c4c(cccc24)CC3)cc1
  x	-15	-4	-27	x	x	x
> CC1(C(=O)NCc2cccnc2)Cc2c(-c3cccc(C(F)(F)F)c3)ccnc2O1 (configuration not stated)
  5	3	-8	-25	3	u	2
> CN(C)/C=C/C(=O)c1ccc(Oc2ccccc2)cc1
  -46	x	51*	4	5	-3	-2
> COCCSc1ccccc1C(=O)Nc1ccc(S(=O)(=O)N2CCOCC2)cc1
  7	-7	0	7	10	2	2
> OCCC1CN(Cc2nc(-c3ccc(F)cc3)cs2)CCN1CCc1ccccc1 (configuration not stated)
  -18	-25	x	x	0	-1	2
> NC1=NC(=O)/C(=C/c2cn(CCC(=O)O)nc2-c2ccc(F)cc2)S1
  4	-2	1	10	5	11	1
> C[C@@H]1CN([C@@H](C)CO)C(=O)c2cc(NC(=O)NC3CCCCC3)ccc2O[C@@H](C)CCCCO[C@@H]1CN(C)C
  3	x	-3	0	-3	-1	1

Ordered by count of non-hydrogen atoms (high to low): six of the compounds above.
Under each structure – LGR2 inh	FN deposit inh	esBAF inh	C2C12 statin	SIRT5 inh	S100A4 inh HTS	CASP6 VEID inh
> Cc1cccc(N2CCN(C(=O)c3ccc4c(=O)[nH]c5c(C(=O)NC6CCCC6)sc(=S)n5c4c3)CC2)c1C
  3	-9	x	x	-3	-2	-2
> O=C(NCC1CC1)[C@@H]1[C@@H](CO)[C@@H]2Cn3c(ccc(/C=C/c4ccccc4)c3=O)[C@H]1N2C(=O)C1CC1
  -5	x	0	-11	-101	10	3
> COCCSc1ccccc1C(=O)Nc1ccc(S(=O)(=O)N2CCOCC2)cc1
  7	-7	0	7	10	2	2
> CN(C)/C=C/C(=O)c1ccc(Oc2ccccc2)cc1
  -46	x	51*	4	5	-3	-2
> CC(C)OC(=O)CCNc1n[nH]c(=O)[nH]c1=O
  x	-2	-7	-4	x	x	x
> S=c1[nH]c(-c2ccccc2)cs1
  -2	-9	x	x	-1	-3	0

Going on with the list.
Under each structure – LGR2 inh	FN deposit inh	esBAF inh	C2C12 statin	SIRT5 inh	S100A4 inh HTS	CASP6 VEID inh
> CO[C@H]1CN(C)C(=O)c2ccc(NC(=O)C3CC3)cc2OC[C@@H](C)N(C(=O)c2cccnc2)C[C@@H]1C
  3	-6	-1	-10	9	-13	2
> Cc1csc(=O)n1CCC(=O)OCC(=O)N(C)c1c(N)n(Cc2ccccc2)c(=O)[nH]c1=O
  8	-22	-4	4	x	2	-1
> CC(C)NC(=O)N(C)C[C@@H]1Oc2cc(-c3ccncc3)ccc2S(=O)(=O)N([C@@H](C)CO)C[C@H]1C
  0	-6	1	-8	-1	-5	-1
> C[C@@H]1CN([C@H](C)CO)C(=O)CCCn2cc(nn2)CO[C@H]1CN(C)S(=O)(=O)c1ccc(Oc2ccccc2)nc1
  -9&8	5&-1	-1	3	-1&5	1&6	3&-2
> O=C(Nc1ccc(O)cc1)c1ccc2c(c1)C(=O)N(N1C(=O)c3ccccc3C1=O)C2=O
  13	0	-2	-13	0	-12	9
> CC(C)CC#Cc1ccc2c(c1)O[C@@H](CN(C)C(=O)c1ccccc1F)[C@H](C)CN([C@@H](C)CO)S2(=O)=O
  -6	x	4	-26	7	-8	0
> O=C(COc1cc2oc(=O)c3c(c2cc1Cl)CCC3)NCC(O)c1ccccc1 (configuration not stated)
  8	0	6	4	-1	-4	-2
> CCCC/C(C)=N\NC(=O)CNS(=O)(=O)c1ccc([N+](=O)[O-])cc1
  5	x	2	0	x	x	x
> CCc1ccc(NS(=O)(=O)c2cccc3nonc23)cc1
  -10	-7	x	x	-6	-13	x
> O=C(COC(=O)c1ccccc1Br)NC1CCCC1
  -35	-6	50*	3	-1	1	0
> COC(=O)C(COC(=O)c1c(F)cccc1F)NC(=O)c1c(F)cccc1F (configuration not stated)
  -9	-8	2	4	-1	-5	-2
> COc1ccc(S(=O)(=O)N(C)C[C@@H]2Oc3c(NC(=O)C4CCCCC4)cccc3C(=O)N([C@@H](C)CO)C[C@@H]2C)cc1
  6	x	-4	-39	x	x	x
> COCC#Cc1ccc2c(c1)O[C@H](CN(C)C(=O)c1ccccc1)[C@H](C)CN([C@H](C)CO)S2(=O)=O
  -10	x	2	-6	-2	-7	-2
> C[C@@H](O)C#Cc1cnc2c(c1)C(=O)N([C@@H](C)CO)C[C@H](C)[C@@H](CN(C)Cc1ccccn1)O2
  9	x	6	2	-1	12	-2
> Cc1cccn2c(=O)c3cc(C(=O)NCCCn4ccnc4)n(C)c3nc12
  x	-10	-7	3	x	x	x

Next section:
Under each structure – LGR2 inh	FN deposit inh	esBAF inh	C2C12 statin	SIRT5 inh	S100A4 inh HTS	CASP6 VEID inh
> C=CCc1cccc2cc(C(=O)N3CCN(C(=O)c4ccccc4)CC3)c(=O)oc12
  4	5	-9	8	-2	-2	1
> CCCCNC(=O)c1nc(C2CCN(S(=O)(=O)c3ccc(F)c(F)c3)CC2)oc1-c1cccc(C(F)(F)F)c1
  -3	-6	-10	-4	3	-4	-2
> C[C@@H]1CCCCO[C@@H](CN(C)Cc2ccc3c(c2)OCO3)[C@@H](C)CN([C@H](C)CO)C(=O)c2cc(NC(=O)c3ccncc3)ccc2O1
  3	-4	-14	x	x	x	x
> O=C(NCC(c1ccco1)N1CCCCC1)c1cccc(S(=O)(=O)Nc2ccccc2Cl)c1 (configuration not stated)
  0	x	4	-7	-2	-16	7
> CC(C)(C)OC(=O)N[C@@H](Cc1c[nH]c2ccccc12)c1nnc(SCC(N)=O)o1
  x	7	-4	0	x	x	x
> COc1ccccc1OC(C)C(=O)Nc1ccc(S(=O)(=O)N2CCN(C)CC2)cc1 (configuration not stated)
  -8	-4	-4	-11	-4	-6	-1
> O=C(CCC(=O)NNC(=O)c1ccccc1[N+](=O)[O-])NCc1ccccc1
  -11	5	x	x	-3	5	3
> COC(=O)C[C@H]1CC[C@H]2[C@H](COc3ccc(NC(=O)c4ccc(C(F)(F)F)cc4)cc3C(=O)N2C)O1
  16	10	4	-4	7	2	2
> C[C@H](CO)N1C[C@H](C)[C@H](CN(C)Cc2ccc(C(F)(F)F)cc2)Oc2ccc(NS(=O)(=O)c3ccccc3)cc2C1=O
  10	x	1	2	x	-17	1
> CCCC(=O)Nc1ccc2c(c1)C(=O)N(C)C[C@@H](OC)[C@H](C)CN(C(=O)c1ccccc1F)[C@@H](C)CO2
  3	-11	1	-12	0	6	-2
> COCCn1ccc(O)c(Cc2ccc(Cl)cc2)c1=O
  -1	x	-6	16	x	x	x
> CN(C)CCCNC(=O)C[C@@H]1CC[C@@H]2[C@H](COc3ccc(NC(=O)c4cccc(F)c4)cc3C(=O)N2C)O1
  8	-2	15	5	-6	7	-40
> COc1ccc(Cn2nnnc2C(c2ccc3ncccc3c2)N2CCN(C3CCCCC3)CC2)cc1 (configuration not stated)
  -6	4	x	x	3	4	3
> COC(=O)c1cc(Cl)c(NC(=O)C(C)C)cc1OC
  -19	-1	x	x	5	-8	0
